Assay outcomes: PubChem, The Scripps Research Institute Molecular Screening Center
CHO parental Ca – ATP-evoked calcium signal inhibitors, parental CHO, primary screen, counter-screen for OX1R antagonist project, cell-based, fluorescence, Fluo-8 calcium dye; 330,000 tested, 0.63% active; inhibition, % at 5.6 µM; parental CHO-K1, ATP-induced calcium, Fluo-8 fluorescence;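 active means inhibition above that plate's mean sample inhibition plus 3 SD, cut at about 26% in these data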;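 further: 0% = ATP-challenged DMSO wells and 100% = DMSO wells without ATP; some compounds past the cut are filed as inactive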
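Material: Parental CHO cells | Reagent: ATP | Compound dosing: Single nominal dose of 5.6 µM per compound | Detection: Intracellular calcium via Fluo-8 no-wash fluorescent dye | Read-out: % inhibition of ATP-induced calcium mobilization | Benchmarks: Low control ATP plus DMSO, high control DMSO only | Replicates: Singlicate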
CHRM1 antagonist – human M1 muscarinic receptor antagonists, primary screen, CHO-K1 cells, Fluo-8 calcium fluorescence, 1536-well | AID 588852, 2011 | inhibition, % at 3 µM | Muscarinic acetylcholine receptor M1 (Homo sapiens), P11229 | CHO-K1 hM1, ACh EC80 antagonist | 360,000 tested, 1.3% active;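 active means percent inhibition above its own plate's cutoff, namely the mean of that plate's compound wells plus 3 SD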;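 further: peak over basal fluorescence ratio during 140 s after agonist addition; 0% = ACh EC80 plus DMSO and 100% = DMSO alone without agonist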
TAAR1 antagonist – human TAAR1 antagonists, primary screen, Fluo-8 calcium fluorescence, CHO RD-HGA16 cells; 360,000 tested, 1.5% active; Trace amine-associated receptor 1 (Homo sapiens), Q96RJ0; inhibition, % at 3 µM; AID 624466, 2012; antagonist;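 active means inhibition above a per-plate cutoff, the mean inhibition of test compounds on that plate plus 3 SD, cut at about 49% in these data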;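 further: 0% = DMSO plus EC80 beta-PEA response and 100% = DMSO alone without agonist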
Target sequence (Q96RJ0 whole entry, looked up): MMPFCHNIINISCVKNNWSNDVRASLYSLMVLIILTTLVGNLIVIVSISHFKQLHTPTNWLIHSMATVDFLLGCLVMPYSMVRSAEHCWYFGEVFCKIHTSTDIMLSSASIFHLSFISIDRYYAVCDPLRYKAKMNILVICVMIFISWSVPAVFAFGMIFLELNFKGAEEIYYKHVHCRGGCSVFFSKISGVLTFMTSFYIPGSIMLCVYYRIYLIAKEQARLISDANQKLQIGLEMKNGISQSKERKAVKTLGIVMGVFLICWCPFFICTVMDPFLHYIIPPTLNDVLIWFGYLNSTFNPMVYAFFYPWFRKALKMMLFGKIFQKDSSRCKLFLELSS
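Test system: hTAAR1-expressing CHO RD-HGA16 cells, Gα16-coupled; Probe or stimulus: EC80 β-phenethylamine stimulus; Compound dosing: single nominal final test compound concentration of 3 µM; Timing: 140 s kinetic read after compound, 140 s after agonist; Signal: Fluo-8 calcium-sensitive fluorescence; Measure: % inhibition of agonist calcium response; Controls: DMSO and EC80 PEA controls.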
M1 ag – human M1 muscarinic receptor agonists, primary screen, Fluo-8 calcium fluorescence, CHO-K1 cells, HTS; Muscarinic acetylcholine receptor M1 (Homo sapiens), P11229; CHO-K1 hM1, agonist mode; 0% DMSO, 100% acetylcholine EC100; activation, % at 3 µM; 360,000 tested, 0.33% active;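 active means activation above the run's mean compound activation plus 3 SD, cut at about 16% in these data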;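 further: peak over basal fluorescence ratio within a 140 s kinetic read after compound addition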
OXTR potentiate – human OXTR potentiators, primary screen, fluorescence, CHO-OTR cells, Fluo-8 calcium. Oxytocin receptor (Homo sapiens), P30559. Fluo-8 calcium fluorescence, potentiator mode; 0% = oxytocin EC15, 100% = EC100. activation, % at 3 µM. 320,000 tested, 0.061% active. AID 2445, 2010;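 active means activation above that plate's cutoff, the mean activation of tested compounds plus 3 SD, cut at about 6.6% in these data, passing the limit was not always enough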;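 further: 100% uses oxytocin at 75 nM as the full agonist control; some results filed as inactive read as strong as hits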
Target sequence (P30559 whole entry, looked up): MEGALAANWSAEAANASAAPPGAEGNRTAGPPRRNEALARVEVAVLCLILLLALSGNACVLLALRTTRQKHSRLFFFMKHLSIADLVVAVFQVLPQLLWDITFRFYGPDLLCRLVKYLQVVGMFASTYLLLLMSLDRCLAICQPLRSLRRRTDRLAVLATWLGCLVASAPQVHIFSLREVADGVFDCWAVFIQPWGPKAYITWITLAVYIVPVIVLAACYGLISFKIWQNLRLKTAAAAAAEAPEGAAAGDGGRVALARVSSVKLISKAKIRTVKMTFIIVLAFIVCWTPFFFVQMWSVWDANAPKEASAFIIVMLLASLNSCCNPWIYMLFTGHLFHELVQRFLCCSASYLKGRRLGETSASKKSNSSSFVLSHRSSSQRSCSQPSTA
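test system = CHO-OTR cells, human receptor | compound = single-point 3.0 µM | schedule = 6 min compound pre-incubation at room temperature, 100 s kinetic read | signal = Fluo-8 no-wash calcium dye fluorescence, excitation 470-495 nm, emission 515-575 nm | repeats = single well per compound, singlicate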
CHO-K1 Ca PAM – nonselective calcium activators in parental CHO-K1 cells, primary screen, counter-screen for M1 PAM project, cell-based, Fluo-8 calcium fluorescence, full deck, 1536-well; ATP EC20; 0% at ATP EC20, 100% at ATP max; activation, % at 3 µM; 360,000 tested, 0.02% active;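 active means activation above the run cutoff, the mean activation of all test compounds plus 3 SD, cut at about 40% in these data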;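 further: peak over basal fluorescence ratio in a 140 s read after ATP addition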
TAAR1 ag – human TAAR1 agonists, primary screen, Fluo-8 calcium fluorescence, CHO RD-HGA16 cells; vehicle wells 0%, saturating PEA agonist 100%; activation, % at 3 µM; 360,000 tested, 0.99% active; AID 624467, 2012;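 active means activation above the mean activation of all test compounds in the run plus 3 SD, cut at about 38% in these data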
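Test system: RD-HGA16 (CHO) cells co-expressing Gα16 and hTAAR1 | Doses: Single dose, 3 µM | Schedule: 17-24 h seeding, 75 min 37 °C dye, 30 min RT | Evaluation: % activation from peak over basal fluorescence ratio, DMSO-to-PEA scaled | Technique: Kinetic Fluo-8 calcium fluorescence | Benchmarks: Low control DMSO, high control PEA (EC100)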
CHO-K1 Ca antag – M1 antagonist counterscreen hit in parental CHO-K1 cells; AID 602250; ATP-induced calcium, Fluo-8 fluorescence; 360,000 tested, 0.6% active; inhibition, % at 3 µM;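 active means inhibition above a per-plate cutoff, the plate's mean sample inhibition plus 3 SD, cut at about 24% in these data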;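 further: 0% = DMSO plus EC80 ATP and 100% = DMSO alone without ATP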
CHO-K1 Ca ag – counter-screen for M1 agonists: effect in parental CHO-K1 cells | Fluo-8 calcium fluorescence; scaled to maximal ATP response, vehicle zero | activation, % at 3 µM | 360,000 tested, 0.48% active; in the data active means activation above about 15%;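 further: untransfected CHO-K1 host cells lacking M1 receptor as counterscreen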
* = called active by the depositor; . = no result given.

Structure	TAAR1 antagonist	CHO-K1 Ca ag	OXTR potentiate	M1 ag	CHO-K1 Ca antag	CHO parental Ca	CHO-K1 Ca PAM	CHRM1 antagonist	TAAR1 ag
COc1ccc(OC)c(NC2c3ccccc3C(=O)N2c2cccnc2)c1 (stereo not given)	-6	0.2	-3	-2	-17	-4	22	-16	0
CCOC(=O)c1[nH]c2ccccc2c1NC(=O)C(C)(C)C	-8	-0.4	-8	-3	1	-18	18	-4	0
C=CCOc1nc2c(c(=O)n(C)c(=O)n2C)n1Cc1ccccc1	-17	12	-6	2	1	-17	-12	15	9
CC(C(=O)N1CCCC1)N(c1ccccc1)S(C)(=O)=O (stereo not given)	-20	-0.7	-5	1	16	-4	-6	-10	1
C=CCn1cccc(C(=O)Nc2ccc(C)cc2)c1=O	4	2.3	-18	-5	0	-4	12	-3	6
COc1ccc(Nc2ccnc(Nc3ccc(OC)cc3)n2)cc1	17	9.0	-7	0	7	-8	13	3	34
c1csc(-c2nnc(COc3ncnc4sccc34)o2)c1	-4	1.4	-2	-3	-15	-6	22	-14	-1
CCc1ccc(CN(C)C(=O)c2cc(=O)c3ccccc3o2)cc1	-1	4.5	-11	-2	-12	-19	7	-14	2
COc1ccc(OC)c(NC(=O)CN(C)S(=O)(=O)c2ccc3nc(C)sc3c2)c1	-4	0.7	7	-6	-1	-17	10	-1	0
CNc1nc(-c2ccccc2)nc(-c2ccc(OC)cc2)c1C#N	9	0.1	-5	-4	-13	-1	18	2	4
CCn1c(/C=C/c2ccc(O)cc2)nc2ccccc2c1=O	31	3.0	-13	-2	3	-11	5	9	5
O=C(CSc1nnc(-c2ccccc2)o1)N1CCc2ccccc2C1	-2	-0.1	-5	-4	-10	2	2	-8	6
O=C(NN1C(=O)NC2(CCCCC2)C1=O)c1ccc(Cl)c(Cl)c1	1	0.2	-2	2	-1	-3	-5	-4	3
O=C(/C=C/c1ccco1)N1CCC(Cc2ccccc2)CC1	-27	-0.2	-7	-1	-14	-11	-3	-10	3
CCOc1ccccc1CNC(=O)c1ccccc1NC(=O)C1=CSCCO1	17	-0.3	-3	-4	-8	-24	-11	-13	4
CCOC(=O)[C@H]1[C@H]2COc3ccc(Br)cc3[C@@H]2N2C(=O)CN(Cc3ccc(Cl)cc3)C(=O)[C@@]12C	34	0.5	-6	-1	-10	-22	10	-6	4
Cc1nnc(SCC(=O)Nc2ncc(Cl)cc2Cl)n1Cc1ccccc1	-4	0.5	5	-3	-7	-21	13	-14	-1
O=C(c1ccc([N+](=O)[O-])cc1)N1CCC(n2nnc3cc(F)ccc32)CC1	-1	2.2	-2	-5	-21	-8	25	-10	3
NNC(=O)c1ccc(Cl)cc1Cl	-2	-0.4	-15	-10	-6	-8	26	-4	5
Cc1ccc(-c2nnc(SCc3ccccc3F)o2)cc1	9	-0.5	-2	-4	4	-1	-4	2	13
CSc1nc2ccc3nc(NC(=O)c4ccc(C)cc4)sc3c2s1	-7	-0.3	-10	-3	5	-7	4	5	0
Cc1cc([N+](=O)[O-])ccc1NC(=O)Nc1ccc(F)cc1F	-3	1.5	-12	0	-8	11	6	6	16
CN(C)CCCN(C(=O)c1ccc(S(=O)(=O)N(C)C)cc1)c1nc2ccc(F)cc2s1	-10	2.4	-10	-12	-16	-4	25	-6	6
Fc1ccc(-c2nc3ccc(Cl)cn3c2Cc2cccc(Cl)c2)cc1	-4	0.0	.	-3	-30	.	9	-34	-2
Cc1ccc(OCc2nnc(SCC(=O)N3CCc4ccccc43)n2C)cc1	-18	0.2	0	5	0	9	7	-17	3
COc1ccc2c(COC(=O)CNS(=O)(=O)c3ccccc3)cc(=O)oc2c1	-22	2.0	-3	-4	-13	-12	7	5	2
S=C(NC1CC1)N1CCCc2ccccc21	10	0.6	-5	-1	-6	-12	1	-15	0
CN(C(=O)c1cc2c(cc1Br)OCO2)c1cccc2ccccc12	11	4.3	.	0	-2	.	7	-1	10
CCOC(CNC(=O)c1ccc2c(c1)ncn2-c1ccccc1OC)OCC	5	-0.3	-14	-1	-6	-11	9	-7	2
CCOC(=O)C1=C(COC(=O)/C=C/c2ccc(SC)cc2)NC(=O)NC1C (stereo not given)	45	3.8	-6	3	7	-12	-13	10	12
COc1cc(NC(=O)COC(=O)/C=C/c2c(C)nn(C3CCS(=O)(=O)C3)c2Cl)cc(OC)c1OC (stereo not given)	3	0.5	1	-2	-9	-10	22	-29	11
COc1ccccc1CNC(=O)CCCc1cn(C)c2ccccc12	5	0.3	.	-6	-10	.	7	-11	2
CC(=O)c1cccc(NC(=O)C(C)OC(=O)C2=NNC(=O)CC2)c1 (stereo not given)	-19	0.1	0	-3	-23	9	15	-6	3
CC(C)CCN1CCN(Cc2cccc3cccnc23)CC1CCO (stereo not given)	-3	0.9	3	-13	-1	-25	18	5	4
COC(=O)c1sc(NC(=S)NC(=O)c2ccc(C)cc2)nc1C	-15	0.9	-10	-1	-7	-15	11	-13	2
Cc1oc(-c2ccccc2F)nc1CN1CCC(C(=O)NC2CCCCCCC2)CC1	.	0.3	.	-4	4	.	-2	-10	.
Cc1ccccc1NC(=O)CSc1ccc(-c2ccco2)nn1	1	1.1	-8	-6	-15	-18	16	-4	-1
Cc1c(C(=O)c2ccccc2)c2ccccn2c1CCc1ccccn1	8	2.5	-2	-5	-14	-14	24	1	2
CCOC(=O)/C=C/C(=O)Nc1ccc(-c2nnc3n2CCCCC3)cc1	-4	0.2	0	0	-3	3	1	-15	5
Cc1cccc(NC(=O)C2CCN(S(=O)(=O)c3cccs3)CC2)c1	-9	1.1	-13	-2	4	-12	-3	10	10
COC(=O)c1ccccc1NC(=O)C1CCN(C(=O)c2cc(OC)cc(OC)c2)CC1	-17	1.8	-5	-2	-2	-21	15	16	2
O=C(NCCc1ccc(Cl)cc1)c1cccs1	-19	2.0	6	-1	-2	-4	2	-4	3
CCC(=O)Nc1ccc(C(=O)CSc2nnc(-c3cccnc3)o2)cc1	19	1.1	-5	-2	5	-7	-6	4	7
Cc1ccccc1NC(=O)CN1CCN(C)CC1	-13	4.9	-5	-6	2	-4	0	11	0
O=C(CCl)Nc1c(C(=O)Nc2ccc3c(c2)OCCO3)oc2ccccc12	3	1.3	-7	-4	-4	-16	7	-9	-3
CN(C)CCNC(=O)C(C(=O)c1ccc(F)cc1)n1ccccc1=O (stereo not given)	21	0.4	-6	-4	-1	-4	4	-2	1
CC1CCN(c2nc(-c3ccc(F)cc3)cc(C(F)(F)F)n2)CC1	-20	0.2	-27	0	11	8	-7	10	0
O=c1oc2ccccc2c(Nc2ccc(O)cc2)c1[N+](=O)[O-]	5	2.0	0	-3	-2	4	-7	3	-1
O=C(c1cccs1)N1CCN(S(=O)(=O)c2cccc(Cl)c2Cl)CC1	-4	2.7	.	0	-2	.	3	-11	2
Cc1cc2oc(C(=O)N(Cc3ccccc3)C3CCS(=O)(=O)C3)c(C)c2cc1C (stereo not given)	-25	-0.2	-8	-2	2	-23	-9	-3	3
Cc1ccc(-c2csc3ncnc(N4CCN(C(=O)c5ccccc5)CC4)c23)cc1	50*	5.6	-10	-1	12	-36	5	10	12
C=CC[C@H](CC(=O)N[C@H](CO)Cc1ccccc1)C(=O)N[C@H](COC(=O)[C@H](CC=C)CC(=O)OC(C)(C)C)Cc1c[nH]c2ccccc12	2	0.2	-8	-6	-13	-26	6	-1	1
COc1ccc(C(=O)NCC(=O)c2ccccc2)cc1	-14	0.0	-13	0	11	-1	7	-16	6
O=C(OCC(=O)c1ccc(Cl)s1)c1ccccn1	-6	0.5	-6	-6	-5	-5	3	2	-1
COc1cc2nc(CN3CCN(S(=O)(=O)c4cc(C)ccc4C)CC3)[nH]c(=O)c2cc1OC	3	-0.1	1	-7	-1	-19	9	-8	1
CCN(CC)c1ccc(-c2nnc(SCC(=O)N(CCOC)c3c(N)n(CC(C)C)c(=O)[nH]c3=O)o2)cc1	1	-0.1	-9	-6	10	-23	5	-10	-1

The results go on:
Structure	TAAR1 antagonist	CHO-K1 Ca ag	OXTR potentiate	M1 ag	CHO-K1 Ca antag	CHO parental Ca	CHO-K1 Ca PAM	CHRM1 antagonist	TAAR1 ag
COc1ccc(CN2CCN(C(=O)c3ccc(S(=O)(=O)N4CCCCCC4)cc3)CC2)cc1F	58*	13	.	-2	-7	.	-11	13	12
COc1ccccc1CNC(=O)C1=C(C)C(=O)OC12CCC(C)CC2 (stereo not given)	-6	1.2	-6	-6	-14	-13	16	-11	0
Cc1cccc(Nc2nc(NC(C)C)nc(Oc3ccc(=O)n(C)n3)n2)c1	8	0.5	-7	-5	-5	-17	21	-8	4
Cc1ccc(OCC(=O)Nc2ccc(N3CCN(C(=O)c4ccco4)CC3)cc2)c(C)c1	36	12	-7	1	-1	23	-5	0	5
Cc1ccc(C)c(N2CCN(c3ccc(N4C(=O)COCC4=O)cc3[N+](=O)[O-])CC2)c1	-24	-0.3	5	-6	0	-2	21	-13	6
O=C(NC1CCCC1)C(c1ccc(Cl)cc1)N1CCN(C2CCCCC2)CC1 (stereo not given)	-19	1.2	-12	-7	-13	-15	8	2	0
O=S(=O)(Nc1cccc(-c2ccc(N3CCCCCC3)nn2)c1)c1ccccc1Cl	-30	0.1	-6	-5	7	-7	-3	12	-1
CCCc1cc(=O)[nH]c(SCC(=O)Nc2ccc(Br)cc2)n1	-17	0.5	-5	-1	-1	2	6	-10	3

Rows were taken by chance, and some 4.2% of all compounds hit somewhere here.
